# Compound activity (PubChem)
# TRPM1 prom inh: MITF TRPM1 promoter inhibition in SK-MEL-5 cells. SK-MEL-5 TRPM1 promoter luciferase, 24 h. inhibition, % at 12.5 µM. 330,000 tested, 0.83% active. AID 488899;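 active means mean inhibition across replicates of 60% or more, whatever share of single replicates reaches that level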; further: values of inactives mirror those of a sister screen read the other way
# CaV13 ICDI inh: Primary screen for inhibitors of IQ motif and Ca2+-dependent inactivation inhibitor domain binding in CACNA1D, Förster resonance energy transfer in living cells, … | 340,000 tested, 0.098% active | HEK cells, CFP/YFP FRET ICDI-IQ, plate reader, 10 min; percent FRET-ratio fall versus neutral wells | inhibition, % at 12.3 µM;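 active means mean replicate inhibition of at least 30% and at least 1% of replicates passing that level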;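 further: 0% = median of the neutral control wells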
# Peg3 prom inh: Peg3 promoter activity inhibition; HeLa PEG-Prom luciferase reporter, luminescence, overnight; AID 588405; inhibition, % at 20 µM; 360,000 tested, 1.7% active;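 active means inhibition of at least 50% at 20 µM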
# PDI turbidity: PDI (human) enzyme inhibition; PDI insulin aggregation turbidity, A650, 90 min; inhibition, % at 10 µM; 350,000 tested, 0.052% active; AID 588391;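 active means mean inhibition across replicates of 30% or more, whatever share of single replicates reach that level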;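 further: absorbance from insulin aggregation driven by PDI reduction with DTT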
# Target sequence (P07237 whole entry, looked up): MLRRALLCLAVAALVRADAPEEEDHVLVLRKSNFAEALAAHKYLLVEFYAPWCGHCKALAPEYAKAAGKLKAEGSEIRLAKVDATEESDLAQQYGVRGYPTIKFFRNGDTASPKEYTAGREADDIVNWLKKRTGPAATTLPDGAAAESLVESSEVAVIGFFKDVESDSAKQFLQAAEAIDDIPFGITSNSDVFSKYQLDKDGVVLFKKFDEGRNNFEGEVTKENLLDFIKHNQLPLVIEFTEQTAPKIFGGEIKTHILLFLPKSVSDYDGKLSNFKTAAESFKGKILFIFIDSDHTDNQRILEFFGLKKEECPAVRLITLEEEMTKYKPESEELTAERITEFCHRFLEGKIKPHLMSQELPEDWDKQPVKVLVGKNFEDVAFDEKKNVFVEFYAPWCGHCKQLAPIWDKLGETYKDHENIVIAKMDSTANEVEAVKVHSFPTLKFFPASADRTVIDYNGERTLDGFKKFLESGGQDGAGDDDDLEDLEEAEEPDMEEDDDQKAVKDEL
# Granule exo inh: lytic granule exocytosis inhibition | TALL-104 LAMP-1 surface exposure, flow cytometry; cells stimulated with thapsigargin and PMA | inhibition, % at 10 µM | 360,000 tested, 0.66% active;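 active means inhibition above about 55%, limit read from the data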
# iPSC survival up: increases survival of single human iPS cells. hiPSC single-cell survival, ATPlite luminescence; 100% = ROCK inhibitor wells, 0% = DMSO. survival enhancement, % at 20 µM. 360,000 tested, 0.044% active. AID 602274; in the data active means survival enhancement above about 18%;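 further: cells exposed to compounds for 16 hours before the ATP read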
# Vif imaging: blocks HIV Vif function; HEK293T cells, Vif self-association by quenched fluorescence, imaging, 24 h; inhibition, % at 7.49 µM; 340,000 tested, 0.35% active; in the data active means inhibition above about 50%, passing the limit was not always enough; further: some results filed as inactive read as strong as hits
# HIF-2a inh: HIF-2a inhibition | 786-0 RCC cells HIF-2a reporter, luciferase luminescence, overnight | inhibition, % at 18.8 µM | 360,000 tested, 0.72% active;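 active means inhibition of the luminescence signal of 40% or more relative to plate controls, in a single-dose primary screen at 18.75 µM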
# NR2E3 ag-1: human photoreceptor-specific nuclear receptor agonism. 360,000 tested, 0.35% active. AID 602229. Q9Y5X4. inhibition of corepressor binding, % at 3.98 µM. CHO-S Gal4-NCOR/VP16-NR2E3 two-hybrid, luciferase;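 active means inhibition above the mean of all tested compounds plus 3 SD, cut at about 70% in these data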;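 further: 0% = DMSO with NR2E3 transfected cells and 100% = cells lacking NR2E3 construct; higher means lower luciferase signal from less NR2E3 corepressor binding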
# Target sequence (Q9Y5X4 whole entry, looked up, the tested form may be a part): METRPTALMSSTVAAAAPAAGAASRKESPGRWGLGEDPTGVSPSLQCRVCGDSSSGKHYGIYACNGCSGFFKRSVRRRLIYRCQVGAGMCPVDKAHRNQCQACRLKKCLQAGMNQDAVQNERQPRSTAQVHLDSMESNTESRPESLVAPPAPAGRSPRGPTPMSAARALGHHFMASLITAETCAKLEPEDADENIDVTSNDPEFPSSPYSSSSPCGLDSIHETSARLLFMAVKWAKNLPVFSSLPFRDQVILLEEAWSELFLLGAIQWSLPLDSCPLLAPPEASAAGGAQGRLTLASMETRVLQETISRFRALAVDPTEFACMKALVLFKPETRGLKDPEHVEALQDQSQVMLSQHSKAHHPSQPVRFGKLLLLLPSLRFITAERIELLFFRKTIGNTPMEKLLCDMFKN
# aDG glyco up: alpha-DG glycosylation activation; Pro5-aDG cells, alpha-DG glycosylation AlphaScreen (IIH6); 0% Pro5, 100% B10-LARGE cell signal; AID 624168; 360,000 tested, 0.22% active; activation, % at 10 µM;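 active means activation of at least 8% versus controls, or a plate z-score of at least 8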;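 further: Pro5 are CHO cells carrying HIG-tagged alpha-DG that lacks glycosylation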
# NR2E3 ag-2: agonists of human nuclear receptor NR2E3; 320,000 tested, 0.12% active; GST-NR2E3/biotin-RetCOR TR-FRET, 1536-well; AID 2300; inhibition of corepressor binding, % at 4.78 µM; Q9Y5X4;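 active means percent inhibition above the cutoff of mean plus 3 SD of all tested compounds, set per screening campaign, cut at about 20% in these data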;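 further: 0% = DMSO wells and 100% = biotin wells as full block of FRET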
#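 Material – GST-tagged NR2E3 plus biotinylated RetCOR corepressor · Quantity – NR2E3 fusion 1.35 nM · Times – 5 h incubation at 4 °C · Medium – pH 7.5 Tris-based buffer · Technique – TR-FRET, Eu(K)-anti-GST donor, streptavidin-D2 acceptor, ex 340, em 617/671 nm · Benchmarks – high control biotin, low control 0.6% DMSO · Format – 1536-well plates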
# Starred values were filed as active, the others as inactive; nt = no result given.
# Value order: TRPM1 prom inh	CaV13 ICDI inh	Peg3 prom inh	PDI turbidity	Granule exo inh	iPSC survival up	Vif imaging	HIF-2a inh	NR2E3 ag-1	aDG glyco up	NR2E3 ag-2
> COc1cccc(-c2cc(C(=O)Nc3cc(OC)c(OC)c(OC)c3)no2)c1
→ 15	-9	14	-3	8	-1.4	nt	-17	-55	-0.2	5
> CCCc1nc2ccc(Cl)cn2c1Cc1ccsc1
→ nt	-6	-191	nt	0	-1.0	8	-143	-4	-0.3	nt
> CCOC(=O)c1c(NC(=O)CN2CCCCC2)sc(C)c1C
→ 8	3	20	0	-6	2.8	15	21	0	0.2	4
> Cc1cc(NC(=O)CCC(=O)N(CC(=O)NCC2CCCO2)c2ccc3c(c2)OCCO3)no1 (configuration not stated)
→ 4	-8	-2	14	-1	-0.1	-3	-3	0	-0.1	0
> COc1cc2c(cc1NC(=O)C(C)Sc1ccc(NC(C)=O)cc1)oc1ccccc12 (configuration not stated)
→ -18	-5	15	-5	-1	1.5	0	-92	-10	0.8	-4
> COc1cccc(C(NC(C)=O)c2nc(-c3cccc(C(=O)O)c3)cs2)c1 (configuration not stated)
→ nt	-6	-230	10	9	-1.9	0	-47	-20	-0.1	nt
> CCCS(=O)(=O)NC(=O)C1(C)CCCN(C(=O)c2cc3ccccc3s2)C1 (configuration not stated)
→ nt	-9	10	-4	-7	-1.4	-4	8	-38	0.0	nt
> O=C(CSc1nccc(=O)[nH]1)NC1CCCCCC1
→ 2	-6	-1	-7	-3	1.2	20	14	-15	-0.2	nt
> COc1ccccc1-n1cnc2c(c1=O)c1nc3ccccc3nc1n2CCc1ccccc1
→ -18	-4	8	-4	-2	-1.1	-7	-8	-15	0.2	-1
> Cc1cc(S(=O)(=O)n2cnc3cc([N+](=O)[O-])ccc32)ccc1Cl
→ -8	-3	15	1	-2	0.8	-11	29	-15	-0.3	0
> CCN(CC)c1ccc(NC(=S)NCC2CCCO2)cc1 (configuration not stated)
→ 3	-4	-29	3	-4	-2.1	3	-103	-88	-0.3	-3
> C/C(=N/NC(=O)C1CCCN1C(=O)c1ccc([N+](=O)[O-])cc1)c1ccc(Br)cc1 (configuration not stated)
→ 13	-6	0	4	-4	-0.2	9	10	-10	-0.2	nt
> COc1ccc(C(C(=O)NC2CCCC2)N(Cc2ccccc2)C(=O)c2nsc(Cl)c2Cl)cc1 (configuration not stated)
→ -6	-7	28	4	-7	0.9	nt	3	-3	0.6	5
> CCOc1cc(NC(=S)Nc2ccc(Cl)cc2)c(OCC)cc1NC(C)=O
→ -5	5	-9	5	-1	4.4	nt	-25	-13	-0.1	-1
> Oc1c(Br)cc(Br)cc1/C=N/Nc1ccc(Cl)nn1
→ 66*	-17	48	-8	-5	0.7	-2	18	-28	0.0	0
> C=CCn1c(SCC(=O)c2[nH]c(C)c(C(=O)OCC)c2C)nc2scc(-c3ccccc3)c2c1=O
→ 38	-3	-3	-1	4	-1.3	-2	13	-1	0.0	0
> COc1ccc(Cl)cc1NC(=O)C(=O)NCc1ccncc1
→ 2	-4	4	-1	1	-1.2	-1	8	29	0.2	-2
> CSCCNCc1c(C(=O)N2CCOCC2)nc2c(C)cccn12
→ 15	-7	11	8	-4	-0.8	-2	12	-33	-0.2	1
> O=C(c1ccc(Br)o1)N1CCN=C1SCc1cccnc1
→ -9	7	-11	-3	-4	1.0	10	-10	-2	0.0	5
> CC(C)c1cc(CNC(=O)CCc2nnc(CCCCc3ccccc3)o2)on1
→ 12	-4	-18	1	-4	-0.4	-4	-2	-5	0.2	-3
> O=C1CN(C(=O)COc2c(Cl)cccc2Cl)c2ccccc2N1
→ 9	-5	-15	9	-6	-0.5	-2	-8	16	-0.2	-1
> CCN(CC)c1nc2n(c(=O)n1)CCO2
→ 5	-3	10	0	2	0.0	3	7	-15	0.2	-2
> Cc1nn(C)cc1C(C)Nc1nc2nonc2nc1N1CCCCC1 (configuration not stated)
→ 5	0	1	-3	-2	1.2	-6	15	-30	0.3	5
> CCOC(=O)[C@]12CCCC=C1N(Cc1ccc(Cl)cc1Cl)C(=O)[C@H](CC(=O)NCCCOC)C2
→ nt	-4	nt	nt	15	-1.3	nt	-5	14	0.1	nt
> Cc1ccc(OCC(=O)N2CCCCC2)c(Br)c1
→ -52	-4	-141	-2	-4	-1.6	-2	-225	-38	-0.2	-1
> CN1CCC(NC(=O)Nc2ccc(Br)cc2)CC1
→ -28	-4	-28	7	2	-0.8	0	-32	-1	0.0	-4
> Cc1ccc2nc(NC(=O)CCCc3nc4ccccc4s3)sc2c1
→ 10	-5	-207	1	-2	3.9	-7	-122	-66	0.0	1
> Cc1c(C#N)c(N)nc(Cl)c1C#N
→ 24	-5	0	1	-1	-0.3	7	5	-2	0.2	1
> Cc1ccc([N+](=O)[O-])cc1N
→ -2	5	-4	6	-4	0.8	0	12	0	-0.2	1
> CC(=O)Nc1cccc(Nc2nc(-c3ccccc3)nc3ccccc23)c1
→ 15	-6	28	-5	2	-1.4	-20	-13	-16	-0.3	-3
> CCC(=O)N1CCN(c2ccc(NC(=O)COc3ccc(CC)cc3)cc2)CC1
→ 13	-7	7	4	-5	0.6	5	18	1	0.1	1
> COc1ccc(CCN2CC(C(=O)N(C)Cc3ccccc3OC)CCC2=O)cc1 (configuration not stated)
→ -2	-5	7	1	-1	2.4	-24	5	1	-0.3	2
> CCN(CC)c1ccc(/C=N/NS(=O)(=O)c2ccc(C)c([N+](=O)[O-])c2)cc1
→ 22	-3	9	-3	-3	0.8	nt	3	-2	-0.2	-3
> O=C(Cc1cccs1)OCC(=O)c1ccco1
→ 1	-5	6	1	-1	2.1	-4	14	-23	0.9	-2
> CC1CCN(c2ccc([N+](=O)[O-])cc2C(N)=O)CC1
→ 3	-6	15	2	60*	-0.2	0	13	-5	0.0	0
> Cn1cccc1Cc1nnc(SCC(=O)NCCc2ccccc2)n1C
→ -9	3	26	3	-2	3.0	2	13	-21	-0.2	0
> CC(C)N(C(=O)[C@H]1C[C@H](CC(=O)NCCCN(C)C)C(=O)N2CCc3c([nH]c4cc(-c5ccco5)ccc34)[C@]12C)C(C)C
→ 73*	-5	91*	9	4	-3.9	nt	-30	-12	0.8	nt
> Cc1ccc(OCc2ccc(C(=O)Nc3ccc(C(N)=O)cc3)o2)c([N+](=O)[O-])c1
→ 8	-3	25	1	4	-1.8	nt	-8	-12	0.2	1
> COc1ccc(NC(=O)C2CC3C=CC2C3)c([N+](=O)[O-])c1 (configuration not stated)
→ -25	-6	-58	-5	-3	1.1	-2	-84	-53	-0.1	nt
> C[C@H](NS(=O)(=O)c1ccc(Cl)cc1)C(=O)OCC(=O)N1CCOCC1
→ 2	-2	9	0	9	0.0	-14	7	-17	-0.1	nt
> Cc1cc(C(=O)NC2CCCC(C)C2C)c2ccccc2n1 (configuration not stated)
→ 7	-6	10	2	-6	-0.3	-7	21	-21	0.1	0
> N/C(=N\OC(=O)c1cccc(F)c1)c1cccc([N+](=O)[O-])c1
→ -60	-19	-254	-2	-5	0.2	-1	-259	6	-0.2	4
> CC(C)Cn1c(N)c(C(=O)COC(=O)C2CCCN2C(=O)c2cccs2)c(=O)n(C)c1=O (configuration not stated)
→ 6	-16	9	-6	0	-0.2	4	4	9	0.5	3
> CCCCCOc1ccc(C2C(C(C)=O)=C(C)Nc3ncnn32)cc1OC (configuration not stated)
→ -4	nt	10	2	8	-1.0	-14	7	-12	0.0	2
> Cc1ccccc1CNC(=O)C(=O)NCC1CCCN1S(=O)(=O)c1ccccc1 (configuration not stated)
→ 2	-4	7	-8	6	-0.1	11	10	14	0.3	2
> O=C(Cc1ccccc1)Nc1ccc(-c2nnc(-c3ccco3)o2)cc1
→ -27	0	-27	1	-3	-3.4	5	-40	-30	-0.1	3
> COC(=O)[C@@H]1C[C@H]2CC[C@H](O)C[C@H]2N1Cc1ccc(C(F)(F)F)cc1
→ -5	-5	11	-2	-2	-0.4	-7	12	17	0.2	3
> CN(C)C(=O)Nc1cnc2ccccc2c1
→ -6	nt	-16	0	6	2.6	-14	-4	-19	-0.1	1
> CCN(CC)c1ccc(NC(=O)COC(=O)C2CCN(c3ccc(C(F)(F)F)cn3)CC2)cc1
→ -11	-7	-3	9	1	1.4	-1	-6	-14	0.0	nt
> CC(=O)Nc1cccc(-c2ccnc3c2CC(C)(C(=O)Nc2ccc(Cl)cc2)O3)c1 (configuration not stated)
→ nt	-6	35	-9	17	-2.4	nt	29	-6	0.7	nt
> CC(C)CC(C)c1cc(N)nc2nc3ccccc3n12 (configuration not stated)
→ 5	-5	19	0	5	3.4	-2	8	-4	0.2	0
> N/C(=N\OC(=O)Cc1ccc(-c2ccccc2)cc1)c1ccccn1
→ -9	12	-151	0	2	5.8	nt	-40	3	0.6	0
> CCCCNc1oc(-c2cccs2)nc1S(=O)(=O)c1ccccc1
→ 2	-4	10	2	8	-2.3	-1	-1	3	0.4	-1
> CC(=O)c1c(C)[nH]c(C(=O)N2CCN(S(=O)(=O)c3ccc(F)c(F)c3)CC2)c1C
→ -7	-5	17	5	0	-0.1	-5	7	-11	0.1	0
> Cn1c(=O)n(C)c2cc(S(=O)(=O)NCc3ccco3)ccc21
→ -3	-4	5	-3	4	1.2	5	12	-29	-0.2	0
> Cc1ccc(-n2nc(C)c(C3(O)C(=O)N(C)c4ccccc43)c2N)cc1 (configuration not stated)
→ 7	0	-20	-5	-2	-3.5	1	-1	-17	1.0	5
> COc1ccc(OC)c(NC(=O)CCNS(=O)(=O)c2ccc3c(c2)c(=O)n(C)c(=O)n3C)c1
→ 8	0	13	1	-1	-0.5	1	17	5	-0.1	3
> COC(=O)c1sc(N2C(=O)C(O)=C(C(=O)c3ccc(C)o3)C2c2ccc(F)cc2)nc1C (configuration not stated)
→ 4	-6	-12	3	31	-0.2	15	-48	12	0.2	2
> CC(=O)C1=C(C)OC(N)=C(C#N)C1c1cc2cc(C)c(C)cc2nc1Cl (configuration not stated)
→ 2	-9	5	18	-3	-1.1	-9	-4	-9	0.0	2
> Cc1noc(C)c1C(=O)OC(C)C(=O)N1CCc2ccccc21 (configuration not stated)
→ 8	-5	2	-4	4	0.4	4	-1	-14	0.1	3
> Cc1cc(NC(=O)CSc2nnc(NC(=O)C3CC(=O)N(c4ccccc4)C3)s2)no1 (configuration not stated)
→ 9	-3	5	2	-4	1.7	4	6	5	0.0	4
> COc1cc(OC)c2ccc(=O)oc2c1
→ -6	nt	-3	nt	0	3.9	14	-8	-25	0.2	nt
> O=C(CCn1cnnn1)Nc1ccc(F)cc1
→ -16	5	-55	-4	-2	3.3	13	-92	-27	0.2	4
